# Screening data (PubChem)
# MEKK3 PB1 HTS = raises or lowers MEK5 binding to the human MEKK3 PB1 domain | Q99759 | bead-based flow cytometry, Alexa488-MEK5 binding to MEKK3; actives lie on both sides; 0 = blocked by unlabeled MEK5, 100 = vehicle | binding response (% of control), % at 10 µM | actives 1.4% (n = 290,000) | AID 1529;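 active = binding response more than 3 SD above or below the average of its plate-row segment, actives on both sides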;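 also: Alexa488 bead fluorescence after subtracting the streptavidin-only scavenger bead signal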
# IDE inh = cellular human IDE inhibition. actives 0.41% (n = 320,000). inhibition, % at 5.59 µM. P14735. HEK cells, FAbetaB cleavage, fluorescence polarization;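 active = percent inhibition above the average of all tested compounds plus 3 SD, set per screening campaign, cut at about 16% in these data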;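 also: IDE supplied by intact live HEK cells; FP after avidin binding of uncleaved biotin substrate so inhibition keeps polarization high; 0% = DMSO wells and 100% = 60 µM reference IDE inhibitor Ii1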
# CHRM4 PAM = CHRM4 positive allosteric modulation. P08173. actives 0.4% (n = 360,000). AID 624126. activation, % at 3 µM. CHO-K1 hM4/Gqi5, Fluo-8 calcium fluorescence, ACh EC20; 0% = ACh EC20, 100% = maximal ACh;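 active = activation above its plate's cutoff, the mean activation of sample wells plus 3 SD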; also: some results filed as inactive read as strong as hits
# CRFR2-BP ag = agonists of human CRF-binding protein/CRF-R2 receptor complex; HEK293 CRF-R2/CRF-BP, calcium dye fluorescence (FLIPR); percent of saturating CRF peptide response; actives 0.46% (n = 350,000); activation, % at 13.2 µM;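 active = activation of at least 50%, plus an integration ratio under a set limit after plate pattern correction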;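 also: plate controls were neutral control wells without compound for no effect and CRF at EC100 for full effect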
# IDE cell activ = IDE (human) activation, cell-based | P14735 | activation, % at 5.96 µM | actives 0.073% (n = 340,000) | HEK cells, FAbeta-B cleavage, fluorescence polarization; 0% vehicle, 100% cell-free pure enzyme wells;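 active = activation above the mean of all tested compounds plus 3 SD, set per screening campaign, cut at about 17% in these data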
# p-CIP stab down = p/CIP protein destabilization. F442A p/CIP-EGFP cells, EGFP fluorescence, 16 h. decrease of EGFP signal, % at 10 µM. actives 0.01% (n = 290,000). AID 1984;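 active = EGFP signal decrease of at least 30% at 10 µM or well 3 SD below plate mean, unless failing retest; inactive = the rest, including hits failing retest or dose response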; also: some compounds called inactive have numbers as strong as hits; many of its hits are not listed in these tables
# Target sequence (Q05BA5 1-1403): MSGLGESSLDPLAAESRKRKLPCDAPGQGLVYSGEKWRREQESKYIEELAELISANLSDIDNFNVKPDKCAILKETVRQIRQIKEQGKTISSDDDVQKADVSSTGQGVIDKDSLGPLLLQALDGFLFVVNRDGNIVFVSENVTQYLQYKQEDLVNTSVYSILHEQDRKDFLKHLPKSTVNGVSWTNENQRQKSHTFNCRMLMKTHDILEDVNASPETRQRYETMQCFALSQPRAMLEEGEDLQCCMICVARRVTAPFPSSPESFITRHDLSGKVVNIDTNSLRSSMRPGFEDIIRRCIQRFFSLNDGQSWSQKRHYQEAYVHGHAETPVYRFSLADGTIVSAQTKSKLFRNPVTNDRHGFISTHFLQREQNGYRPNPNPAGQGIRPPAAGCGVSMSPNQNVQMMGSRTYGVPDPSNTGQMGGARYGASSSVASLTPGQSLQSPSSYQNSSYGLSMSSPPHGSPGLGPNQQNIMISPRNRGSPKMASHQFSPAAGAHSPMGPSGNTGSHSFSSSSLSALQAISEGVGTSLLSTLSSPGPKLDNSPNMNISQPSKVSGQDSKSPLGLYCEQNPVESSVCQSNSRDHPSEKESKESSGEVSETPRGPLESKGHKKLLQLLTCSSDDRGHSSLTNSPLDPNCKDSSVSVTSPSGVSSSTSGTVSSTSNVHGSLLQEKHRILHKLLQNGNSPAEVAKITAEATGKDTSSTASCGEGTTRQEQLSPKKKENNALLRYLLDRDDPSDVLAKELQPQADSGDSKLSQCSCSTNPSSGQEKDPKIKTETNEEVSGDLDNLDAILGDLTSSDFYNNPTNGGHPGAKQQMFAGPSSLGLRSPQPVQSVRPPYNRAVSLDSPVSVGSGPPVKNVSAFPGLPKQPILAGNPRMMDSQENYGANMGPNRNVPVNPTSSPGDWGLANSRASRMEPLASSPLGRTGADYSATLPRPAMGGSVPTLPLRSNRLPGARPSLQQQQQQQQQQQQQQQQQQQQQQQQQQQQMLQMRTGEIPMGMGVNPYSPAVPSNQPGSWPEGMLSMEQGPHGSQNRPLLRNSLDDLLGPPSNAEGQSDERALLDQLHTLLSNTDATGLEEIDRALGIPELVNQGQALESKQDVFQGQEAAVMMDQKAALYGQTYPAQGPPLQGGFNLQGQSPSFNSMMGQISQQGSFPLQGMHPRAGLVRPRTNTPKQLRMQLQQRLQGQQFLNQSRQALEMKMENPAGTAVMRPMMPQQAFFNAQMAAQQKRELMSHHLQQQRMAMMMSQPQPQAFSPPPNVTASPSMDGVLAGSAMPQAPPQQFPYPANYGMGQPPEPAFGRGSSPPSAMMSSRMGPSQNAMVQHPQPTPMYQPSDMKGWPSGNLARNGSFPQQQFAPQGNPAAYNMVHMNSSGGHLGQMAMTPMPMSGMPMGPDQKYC
# CRFBP-R2 block = CRF-BP/CRF-R2 complex antagonism; inhibition, % at 11.8 µM; actives 0.59% (n = 350,000); HEK293 CRF-R2/CRF-BP, CRF-induced calcium fluorescence;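 active = inhibition of the ligand-induced calcium signal above about 50% at the single tested concentration, limit read from the data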
# GalR3 antag = human GalR3 antagonism; O60755; AID 651719; inhibition, % at 3 µM; HEK293 GalR3-CNG cAMP membrane potential fluorescence; galR3 body fused to GalR1 C-terminus; actives 0.44% (n = 360,000);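 active = inhibition above the screen-wide average plus 3 SD, cut at about 13% in these data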;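 also: forskolin and galanin both at EC90 stimulate the cells; cAMP rise reported by CNG channel membrane potential dye signal; 0% = forskolin plus galanin with DMSO and 100% = forskolin alone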
# PHOSPHO1 inh = inhibitors of human PHOSPHO1 phosphatase | Q8TCT1 | recombinant PHOSPHO1, absorbance phosphatase assay | actives 1.1% (n = 290,000) | inhibition, % at 13.3 µM; in the data active = inhibition above about 60%
# * = called active by the depositor; x = not tested or not shown.
SMILES,MEKK3 PB1 HTS,IDE inh,CHRM4 PAM,CRFR2-BP ag,IDE cell activ,p-CIP stab down,CRFBP-R2 block,GalR3 antag,PHOSPHO1 inh
O=C(c1ccc(Cl)c(S(=O)(=O)N2CCCC2)c1)N1CCN(c2ncccn2)CC1,97,-2,7,-0.1,-1,-10,-10,-1,20
COC(=O)CSc1nc2ncc(Cl)cc2[nH]1,103,-5,13,-1.1,0,3,-5,-5,-3
CN(CCNC(=O)C1CCN(S(=O)(=O)c2cnc[nH]2)CC1)Cc1ccccc1,108,-2,0,-0.6,5,-12,-5,0,9
CCCCOc1ccccc1NC(=O)c1ccc(=O)[nH]c1,102,1,3,0.8,1,5,13,-4,0
CN(C)/C=C/C(=O)/C=C/c1ccc(Cl)cc1,100,1,5,0.1,4,3,-10,-5,-4
CCCCSc1nnc(-c2ccccc2NC(C)=O)c(=O)[nH]1,95,-6,-3,-0.6,-3,5,-2,-8,48
COC(=O)CSc1ccccc1C(=O)OC,102,1,3,0.9,0,-8,-1,-4,-47
CCOC(=O)CSc1nn(C)c(=S)s1,113,-2,-4,-0.9,7,6,8,2,10
O=C(COC(=O)CNC(=O)c1ccco1)Nc1ccc(Cl)cn1,105,2,3,-2.1,1,-9,-5,-2,20
CCOc1ccc(C(CC(=O)O)NC(=O)Cc2ccccc2)cc1OC (centres undefined),102,x,1,0.9,-1,-12,17,-13,24
O=C(CCN1C(=O)c2ccccc2C1=O)Nc1cc(F)ccc1F,108,4,1,-0.8,2,-3,20,-3,14
CCOC(=O)CNC(=O)c1cccnc1,100,0,21,-1.1,6,4,7,2,-1
Cc1ccccc1CSCC(=O)Nc1ccccc1F,105,2,4,0.1,4,10,6,-11,19
C=CCNc1nnc(SCC(=O)N2CCCCC2)c2ccccc12,105,4,-8,6.1,2,-6,-3,-5,27
COc1ccc(NC(=O)CCCc2nnc3n(C)c(=O)c4sccc4n23)cc1,97,10,4,-1.2,-1,6,8,-6,12
COc1ccc(NC(=O)c2cccnc2Nc2ccc(OC)cc2)cc1,100,0,-17,-0.2,-6,-10,-8,-7,10
Cc1cc(OC(C)C(=O)N/N=C/CC(C)c2ccccc2)ccc1Cl (centres undefined),109,3,16,1.0,3,-2,-18,2,6
O=C(CSc1nnc(-c2ccncc2)o1)Oc1ccccc1,101,6,0,0.0,4,-8,12,-4,0
N#Cc1c(NC(=O)c2cccc(S(=O)(=O)Nc3ccc(C(=O)O)cc3)c2)sc2c1CCCC2,87,6,7,-0.7,2,5,6,-6,-4
Cc1ccc(S(=O)OCC(=O)Nc2cc(Cl)ccc2N2CCOCC2)cc1 (centres undefined),100,4,1,-1.2,-1,12,-2,-3,-20
COc1ccc(-c2c(C(C)=O)c(C)nc3sc4c(=O)[nH]nnc4c23)cc1,95,-6,10,1.3,5,-12,1,-6,-3
Cc1ccc(C)c(Nc2nc3c(S(=O)(=O)c4ccccc4)nnn3c3ccccc23)c1,107,1,18,3.0,6,-3,9,-5,1
O=C(/C=C/c1ccccc1)c1ccccc1O,87,-6,12,-4.5,2,3,-8,x,6
CNC(=O)N(O)C1N(NC(=O)Nc2cccc3ccccc23)C(=S)SC1(C)C (centres undefined),132*,-1,-1,-1.2,2,-12,-8,1,2
CC1Cc2ccccc2N1S(=O)(=O)c1cccc(C(=O)OCC(=O)NCc2ccco2)c1 (centres undefined),101,-3,-26,-0.1,-4,-8,-3,1,16
O=C(c1ccc2noc(-c3ccccc3)c2c1)N1CCN(c2ccccc2)CC1,x,x,-5,-2.4,-6,x,-21,-4,x
CCOc1cccc(NC(=O)/C(C#N)=C\c2cccnc2)c1,101,12,-1,5.0,6,-14,-17,-2,4
O=C(O)c1ccccc1COc1ccccc1Cl,109,0,0,-1.3,-9,-3,19,-1,9
CC1(C)Cc2c(sc(NC(=O)C(=O)N3CCCC3)c2C(=O)O)CO1,100,-3,1,-1.7,1,-2,-9,-1,34
CC(C)NC(=O)CN(C)S(=O)(=O)c1ccc(F)cc1,95,8,0,-2.1,5,-2,39,-1,1
CC(=NO)c1ccc2c(c1)Cc1cc([N+](=O)[O-])ccc1-2,x,x,9,-2.1,6,x,43,-1,x
Cc1cc(=O)[nH]c(N/N=C/c2ccc(-c3ccc(F)cc3)o2)n1,100,4,7,-0.9,1,3,-2,-6,45
Cn1c(SCC(=O)Nc2ccccc2F)nnc1-c1cc2ccccc2o1,102,2,4,-0.3,6,-12,14,1,4
Nc1cc(Cl)ccc1C(=O)OCC(=O)N1CCOCC1,100,4,14,0.7,-2,-8,1,-7,24
CC(=O)C1=C(C)NC(C)=C(C(C)=O)C1c1ccccc1,88,5,4,0.6,6,-3,5,2,28
CC1CCN(C(=O)C(=O)Nc2sc3c(c2C(N)=O)CC(C)(C)OC3)CC1,99,0,0,0.0,-3,-2,13,-6,8
COc1ccc(S(=O)(=O)N2CCN(S(=O)(=O)c3ccc4c(c3)OCCO4)CC2)cc1C,x,x,-6,0.9,-5,-21,-18,0,11
Cc1coc(C)c1C(=O)CC1(O)C(=O)N(Cc2ccccc2)c2ccccc21 (centres undefined),103,4,-4,-0.8,3,4,-31,-5,-7
COc1ccc(NC(=O)c2ccc(NC3=NC4CS(=O)(=O)CC4S3)cc2)cc1 (centres undefined),97,6,1,-3.0,-9,8,-12,x,-9
Cc1nn(S(=O)(=O)c2ccc(Br)cc2)c(C)c1S(=O)(=O)N1CCOCC1,100,-4,12,0.8,-2,0,33,-7,12

# Reprinted at random: four entries already listed
SMILES,MEKK3 PB1 HTS,IDE inh,CHRM4 PAM,CRFR2-BP ag,IDE cell activ,p-CIP stab down,CRFBP-R2 block,GalR3 antag,PHOSPHO1 inh
Nc1cc(Cl)ccc1C(=O)OCC(=O)N1CCOCC1,100,4,14,0.7,-2,-8,1,-7,24
CC1CCN(C(=O)C(=O)Nc2sc3c(c2C(N)=O)CC(C)(C)OC3)CC1,99,0,0,0.0,-3,-2,13,-6,8
CCOc1cccc(NC(=O)/C(C#N)=C\c2cccnc2)c1,101,12,-1,5.0,6,-14,-17,-2,4
CC1(C)Cc2c(sc(NC(=O)C(=O)N3CCCC3)c2C(=O)O)CO1,100,-3,1,-1.7,1,-2,-9,-1,34

# More entries.
SMILES,MEKK3 PB1 HTS,IDE inh,CHRM4 PAM,CRFR2-BP ag,IDE cell activ,p-CIP stab down,CRFBP-R2 block,GalR3 antag,PHOSPHO1 inh
S=C(Nc1ccc2nccnc2c1)N1CCCC1,99,-6,3,-0.2,3,4,3,-1,32
COc1cc(C(=O)NCc2nnc(SCC(=O)N3CCCCCC3)o2)cc(OC)c1OC,102,-1,6,-0.7,12,2,-2,-10,-10
COc1cccc(OC)c1C(=O)Nc1ccccc1C(=O)N1CCCCCC1,108,1,-2,-1.8,1,-12,10,0,34
O=C(NC(=S)NCc1ccco1)c1ccc(Br)cc1,104,3,0,-8.8,5,8,7,-4,1
Cc1ccc(F)cc1NC(=O)CCNC(=O)c1ccc([N+](=O)[O-])cc1,105,0,-3,0.0,1,8,5,-6,42
CC(C)Oc1cccc(C(=O)C2CCCN(C(=O)c3cncs3)C2)c1 (centres undefined),97,6,-6,-0.3,2,-10,7,2,17
O=C(Cc1ccsc1)Nc1ccc(S(=O)(=O)C(F)F)cc1,95,-5,-10,-1.8,6,23,6,-8,0
O=C(CCc1ccc(S(=O)(=O)N2CCOCC2)cc1)OCC(=O)c1ccc(Br)cc1,x,1,2,0.1,-2,x,6,-2,x
COc1ccc(N=Cc2c(O)c3ccccc3oc2=O)cc1,101,5,10,-2.2,2,-25,21,-4,-12
Cc1ccc(-c2[nH]nc3c2C(c2ccccc2OC(=O)N2CCOCC2)C(C#N)=C(N)O3)cc1 (centres undefined),109,5,x,-0.7,x,1,7,-6,-10
O=C(NC1CC1)c1cccc(NC(=O)C2CCC2)c1,x,x,-2,-2.2,2,x,-2,-4,x
COc1ccc(N2C(=S)N=C(Nc3ccccc3)C23CCCCC3)cc1,92,-1,10,2.6,-2,-2,1,-5,11
Nn1c(-c2cccc([N+](=O)[O-])c2)nc2ccccc2c1=O,101,3,-1,-1.4,2,-6,2,-6,36
C=CCN(C#N)c1nc(OC)nc(N2CCCC2)n1,130*,0,8,-0.6,5,-3,-2,-2,28
COc1cc(NC(=O)CN2CCN(c3ccccc3F)CC2)c(C)cc1[N+](=O)[O-],98,4,3,6.4,3,-4,15,1,4
Cc1cc(OC(=O)c2ccc(S(=O)(=O)N3CCCCC3)cc2)c([N+](=O)[O-])c(=O)[nH]1,113,1,0,-2.8,5,2,1,-6,16
C=CCN1C(=O)CSC1=Nc1ccc(NC(C)=O)cc1,100,4,0,-2.3,9,0,3,0,-57
COc1ccc(OC)c(/C=C/C(=O)Nc2cccc(S(=O)(=O)N3CCCC3)c2)c1,x,7,1,-1.2,9,10,13,9,21
COc1cc(/C=N\NC(=O)CC#N)ccc1OC/C=C/c1ccccc1,100,x,-5,0.3,2,-11,7,0,11
COC(=O)C1=C(C)N(CC(C)C)C(=O)/C1=C\c1cccs1,103,1,1,-0.1,6,-16,-18,-2,-7
CC1(OC(=O)CCc2ccccc2)C(=O)C=C2C=C(c3ccc(C#N)cc3)N(CCN3CCOCC3)C=C2C1=O (centres undefined),117,2,-1,-0.4,2,-1,3,-3,13
CCOC(=O)[C@@H]1CSCCS(=O)(=O)N1Cc1ccccc1Br,x,x,2,-9.2,2,x,-6,-6,x
COc1ccc(-c2c(C(F)(F)F)[nH]n3c(=O)cc(-c4ccccc4)nc23)cc1,98,1,-4,-3.6,0,-11,70*,-8,37
CNC(=S)N/N=C/c1ccco1,109,-1,0,1.8,-7,11,-10,1,20
CCN(CC)C(=O)c1[nH]cnc1C(=O)N[C@@H](C)C(=O)OCc1ccccc1,105,9,2,0.3,2,-13,-3,-3,14
CCC(C)NC(=O)CSc1n[nH]c(=O)n1CCc1ccccc1 (centres undefined),103,1,7,-0.1,2,1,8,0,24
CCN(CC)C(=O)c1sc(NC(=O)c2ccco2)c(C#N)c1C,103,-2,3,0.4,-2,-31,-1,1,-2
O=[N+]([O-])c1ccc(N2CCN(S(=O)(=O)c3ccc(Cl)cc3)CC2)cc1NCc1cccnc1,104,-1,2,-1.2,5,1,-2,0,-22
COc1cc(CCNc2ccc3nnc(-c4ccccc4)n3n2)cc(OC)c1OC,110,-2,-10,-1.6,0,-5,0,3,-9
O=c1cc(CN2CCN(Cc3ccccc3)CC2)c2ccc(O)c(O)c2o1,99,1,4,2.4,0,-2,-11,-6,14
CSc1nc(N2CCOCC2)c2c3c(sc2n1)CCC3,103,-1,5,-1.1,-3,-1,-16,-3,25
Cn1c2ccccc2n2c(=O)c(=O)n(CC(=O)N3CCCc4ccccc43)nc12,115,1,x,x,x,9,x,x,-8
COc1ccc(S(=O)(=O)N2CCc3ccccc32)cc1C(=O)Nc1ccc(C(N)=O)cc1,x,-2,-8,-0.2,-1,x,6,-6,x
OCC1(Cc2ccc(F)cc2F)CCCN(Cc2ccc(Cl)cc2)C1 (centres undefined),110,1,-12,10,0,-10,-16,-7,36
COC(=O)C1C(=O)CC(C)(O)C(C(=O)OC)C1c1ccccc1F (centres undefined),121,0,2,-1.1,5,-7,9,0,-7
COc1ccc(S(=O)(=O)N2CCOCC2)cc1NC(=O)c1cccc(-n2cccc2)c1,x,5,2,-1.0,2,x,-3,-3,x
Cc1ccc(C(=O)CCC(=O)N(C)CC(=O)Nc2c(Cl)cccc2Cl)cc1,97,1,0,0.7,1,-5,-1,-3,28
FC(F)Sc1ccc(N=C2NN=C(c3ccc4c(c3)OCCO4)CS2)cc1,101,-4,5,0.6,-2,-6,24,-4,64*
